# Compound activity: PubChem BioAssay, National Center for Advancing Translational Sciences (NCATS)
# D1 antagonist: antagonists of human D1 dopamine receptor; P21728; HEK293 TREx D1 cells, calcium flux, dopamine EC80; active compounds read low; activity change, negative = inhibition, % at 10 µM; 360,000 tested, 3.2% active; in the data active = activity change below about -30%; also: % is scaled to controls: 0 for no effect and ±100 for the full control effect
#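 Allosteric or orthosteric antagonism assessed as attenuation of the calcium response to EC80 dopamine, added 180 s after compound, in induced HEK293 Trex D1 cells loaded with no-wash calcium dye.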
# RXFP1 antag: blocks the human relaxin receptor RXFP1 | Q9HBX9 | HEK293-RXFP1, relaxin-stimulated cAMP HTRF, 30 min; active compounds read low | activity change, negative = inhibition, % at 57.5 µM | 350,000 tested, 0.59% active | AID 1259400;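 active = activity change of -60% or lower, but not beyond a set lower limit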; also: % is scaled to controls: 0 for no effect and ±100 for the full control effect
# D2 agonist: D2 dopamine receptor (human) agonism. P14416. HEK293 T-REx D2 cells, calcium flux agonist mode. activation, % at 2 µM. 340,000 tested, 0.53% active. AID 485358;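 active = activation over 3 SD above normal in the single-dose calcium agonist read, cut at about 30% in these data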; also: 0% is about no effect
# Target sequence (P14416 whole entry, looked up): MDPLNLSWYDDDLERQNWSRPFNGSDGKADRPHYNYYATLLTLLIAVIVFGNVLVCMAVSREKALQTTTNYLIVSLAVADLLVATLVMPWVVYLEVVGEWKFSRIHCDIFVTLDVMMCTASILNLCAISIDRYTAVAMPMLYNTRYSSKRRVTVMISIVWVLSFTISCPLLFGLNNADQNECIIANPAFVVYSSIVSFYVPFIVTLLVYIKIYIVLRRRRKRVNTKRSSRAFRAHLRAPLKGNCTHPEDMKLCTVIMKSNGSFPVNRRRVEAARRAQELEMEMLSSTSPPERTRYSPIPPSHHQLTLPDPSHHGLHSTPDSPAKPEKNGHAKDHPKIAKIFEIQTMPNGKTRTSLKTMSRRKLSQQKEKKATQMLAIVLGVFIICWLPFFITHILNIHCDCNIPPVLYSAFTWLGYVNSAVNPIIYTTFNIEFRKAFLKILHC
#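 Tetracycline-induced HEK293 Trex cells with D2 receptor force-coupled to calcium signaling, plated overnight at 30 C and loaded with no-wash calcium dye. Calcium flux read kinetically for 180 s after compound addition; responses flag agonists.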
# D2 antag: antagonists of human D2 dopamine receptor | P14416 | HEK293 TREx D2 cells, calcium flux, dopamine EC80 | inhibition, % at 10 µM | 340,000 tested, 2% active; in the data active = inhibition above about 30%; also: 0% is about no effect
#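 Calcium mobilization kinetics were recorded at 1 s intervals in tetracycline-induced HEK293 T-REx D2 cells, first for 180 s after compound addition and then 180 s after EC80 dopamine.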
# TRHR PAM: TRH receptor (human) allosteric enhancement. P34981. TRHR cells, fluo-8 calcium fluorescence, EC20 TRH enhancement. enhancement, % at 2 µM. 360,000 tested, 0.66% active. AID 493056; in the data active = enhancement above about 30%; also: 0% is about no effect
# Target sequence (P34981 whole entry, looked up): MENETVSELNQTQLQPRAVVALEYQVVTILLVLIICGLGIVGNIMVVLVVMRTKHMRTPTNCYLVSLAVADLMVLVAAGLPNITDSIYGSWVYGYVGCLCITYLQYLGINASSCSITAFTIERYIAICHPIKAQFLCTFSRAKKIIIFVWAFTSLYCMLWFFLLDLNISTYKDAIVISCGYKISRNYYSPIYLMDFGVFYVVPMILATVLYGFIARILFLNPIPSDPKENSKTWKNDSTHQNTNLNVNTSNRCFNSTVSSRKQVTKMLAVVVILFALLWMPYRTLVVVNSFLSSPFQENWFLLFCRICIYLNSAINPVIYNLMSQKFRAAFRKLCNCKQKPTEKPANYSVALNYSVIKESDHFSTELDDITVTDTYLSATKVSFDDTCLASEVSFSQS
#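 TRHR-expressing cells loaded with fluo-8 calcium dye were read kinetically (ex 480/em 530) during compound addition, then stimulated with an EC20 of TRH (10 nM final). Enhancement of the Gq-mediated intracellular calcium response was scored.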
# D1 PAM: human D1 dopamine receptor positive modulation; P21728; HEK293 TREx D1 cells, calcium flux, dopamine EC20 potentiation; potentiation, % at 10 µM; 360,000 tested, 0.036% active; in the data active = potentiation above about 30%; also: 0% is about no effect
# TRHR ag: activates the human TRH receptor. TRHR cells, calcium flux fluo-8, FDSS agonist mode. activation, % at 2 µM. P34981. 360,000 tested, 0.18% active; also: 0% is about no effect
#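 TRHR-expressing cells, plated overnight in medium with 10% serum, were loaded with fluo-8 calcium dye at room temperature. After a 10 s baseline, library compound was pin-added and calcium release was recorded kinetically (ex 480/em 530) as agonist response.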
# D2 potentiator: D2 dopamine receptor (human) potentiation | HEK293 T-REx D2, calcium flux, EC20 dopamine potentiation | AID 485347 | potentiation, % at 10 µM | P14416 | 340,000 tested, 0.34% active;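 active = potentiation over 3 SD above the plate norm, cut at about 30% in these data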; also: 0% is about no effect
#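 Tetracycline-induced HEK293 T-REx cells force-coupled to calcium signalling expressed D2; compounds were pin-added after a 10 s baseline, read kinetically 180 s, then an EC20 dopamine challenge followed with a further 180 s calcium read.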
# D1 ag: human D1 receptor agonism; P21728; activation, % at 2 µM; 360,000 tested, 1% active; HEK293 T-REx D1 cells, calcium flux, agonist mode; also: 0% is about no effect
#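 Tetracycline-induced HEK293 TREx D1 cells, force-coupled to calcium signalling, were dye-loaded with a no-wash calcium kit. Compound was pin-added after a 10 s baseline. Fluorescence was read kinetically at 1 cycle/s for 180 s, with calcium rises flagged as agonism.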
# Active calls of the source: *; . = not tested or not shown; & = joins results of further samples. Rule as the data show it, unless noted: active = activation above about 30%; inactive = the rest.
SMILES	D2 potentiator	D2 antag	D1 PAM	D1 antagonist	TRHR PAM	RXFP1 antag	D1 ag	D2 agonist	TRHR ag
CN(CC(=O)Nc1ccc(F)c(Cl)c1)S(=O)(=O)c1ccc2c(c1)n(C)c(=O)c(=O)n2C	15	6	-2	24	-9	2	0	0.7	0.2
CN(CCc1ccccc1)C1CCCN(C(=O)Cn2cccn2)C1 (configuration not stated)	-19	-3	-6	-3	3	-3	2	0.4	-0.2
NS(=O)(=O)c1ccc(CNC(=O)Cc2cccs2)cc1	-5	1	-2	-2	20	-26	2	2.0	0.4
Cc1oc(-c2ccccc2)nc1C(=O)OCC(=O)NCc1ccccc1	7	-15	-3	-15	2	1	0	-0.7	-0.4
COc1ccc(NC(=S)N2CCC(Cc3ccccc3)CC2)cc1OC	-4	3	-11	-53*	1	1	3	-0.4	-0.7
Cc1cccc(C2N3CC4(C(C)C)CN2CC(C(C)C)(C3)C4=O)c1 (configuration not stated)	-3	.	-3	-1	1	.	2	0.0	0.1
COc1cccc2c1Oc1ncccc1N(C(=O)CCC(=O)NC(C)C)C2	6	.	2	-2	-2	-10	0	0.6	-1.0
CN1CCC(=NNC(=O)CN(c2cccc([N+](=O)[O-])c2)S(=O)(=O)c2ccccc2)CC1	1	3	.	11	-2	-4	3	1.4	-0.6
CSc1nc2ccc(NS(=O)(=O)c3ccc(Br)s3)cc2s1	-2	-16	-5	5	-1	-6	2	-1.2	-0.8
CN1CCN(C(=O)c2cc(Oc3c(F)c(F)c(F)c(F)c3F)cc(C(=O)N3CCN(C)CC3)c2)CC1	-5	7	-3	13	-4	-20	-1	0.4	1.0
CC(=O)OCCNc1nc(-c2ccccc2)nc2ccccc12	-1	38*	2	-8	-5	-10	1	1.4	0.4
CC(=O)c1cccc(NC(=S)N2CCC(Cc3ccccc3)CC2)c1	-8	8	-6	.	-4	-12	1	0.2	-0.2
CS(=O)(=O)N1CCN(C(=O)Cc2cccs2)CC1	17	8	0	7	-9	10	0	0.0	-0.3
C=CCNc1nnc(Cl)c2ccccc12	-6	-12	3	-14	18	1	3	-0.9	-0.4
CCn1c(CNC(=O)c2ccccc2F)nnc1SCC(=O)NC1CCCCC1	-5	12	1	5	-6	1	2	0.3	0.7

# One compound at a time (already shown).
# Cc1cccc(C2N3CC4(C(C)C)CN2CC(C(C)C)(C3)C4=O)c1 (configuration not stated) is entered as D2 potentiator: -3; D2 antag: .; D1 PAM: -3; D1 antagonist: -1; TRHR PAM: 1; RXFP1 antag: .; D1 ag: 2; D2 agonist: 0.0; TRHR ag: 0.1
# Cc1oc(-c2ccccc2)nc1C(=O)OCC(=O)NCc1ccccc1 is entered as D2 potentiator: 7; D2 antag: -15; D1 PAM: -3; D1 antagonist: -15; TRHR PAM: 2; RXFP1 antag: 1; D1 ag: 0; D2 agonist: -0.7; TRHR ag: -0.4

# The listing continues.
SMILES	D2 potentiator	D2 antag	D1 PAM	D1 antagonist	TRHR PAM	RXFP1 antag	D1 ag	D2 agonist	TRHR ag
CC(C)C(=O)N1CCC2(CC1)Oc1ccc(F)cc1C(=O)C21CC(c2cccnc2)=NO1 (configuration not stated)	4	-2	-4	-3	-1	.	1	-0.9	-0.2
N=c1c2c(-c3ccccc3)c(-c3ccccc3)n(Cc3ccccc3)c2ncn1CCO	8	3	46*	56	4	-34	218*	-0.8	-0.3
O=C1CSC2=NCN(c3ccccc3)CN12	9	-17	-3	-5	10	4	1	-0.4	-0.2
Nc1nonc1-c1nc2ccccc2n1Cc1ccc(Br)cc1	0	.	-2	-3	0	-27	3	-0.3	1.7
O=C(CSc1nc2ccccc2[nH]1)NC(=O)NCc1ccco1	1	8	-9	-40*	-6	5	0	-0.3	-0.1
O=S(=O)(Nc1ccc(Br)cn1)c1ccc(Cl)s1	7	-2	0	7	-2	-2	1	-0.7	-0.1
CC(C(=O)Nc1ccccc1C(=O)N1CCOCC1)N(c1ccccc1)S(C)(=O)=O (configuration not stated)	4	15	-2	14	14	9	2	-0.9	0.1
NC(N)=NN=C1c2ccccc2-c2ccccc21	-28	5	-2	6	7	4	3	0.7	0.8
N#CC1=C(N)C(C#N)(C#N)[C@H](c2ccncc2)[C@H]2CC3(CC=C12)OCCO3	1	-6	-2	-10	5	0	2	-1.0	1.0
NC(=O)COC(=O)c1ccc2c(c1)S(=O)(=O)N=C1CCCCCN12	-4	-2	2	0	6	5	3	-0.8	0.0
O=C(COc1ccccc1)N=C1SC2CS(=O)(=O)CC2N1c1ccccc1F (configuration not stated)	4	-8	1	12	6	3	4	-0.3	0.5
Cc1ccc(-c2nnn(CC(=O)N(c3ccccc3F)C(C(=O)NC3CCCC3)c3ccncc3)n2)o1 (configuration not stated)	-12	15	-5	6	-2	-16	0	0.3	-0.7
Nc1cc(C(=O)OCC(=O)NCc2ccc(F)cc2)ccc1Cl	-4	-12	5	-9	6	-4	1	-0.3	0.0
Cn1c(=O)c(=O)n(C)c2cc(S(=O)(=O)CCC(=O)Nc3ccc(C(F)(F)F)cc3)ccc21	-4	4	0	-4	2	10	2	0.4	-0.6
CCOC(=O)C1CCN(C(=O)Cc2cccc3ccccc23)CC1	-3	15	-8	-2	-1	-7	3	-0.7	-0.2
CCOC(=O)CCn1cnc2onc(-c3ccccc3Cl)c2c1=O	6	.	-1	14	-7	.	0	-0.7	-0.1
CCOc1c(C)cc2[nH]c(CCC(=O)O)nc2c1C	14	20	-6	-26	-3	6	2	0.8	0.6
COc1ccc(N(CC(=O)NCCSc2ccccn2)S(=O)(=O)c2ccccc2)cc1OC	4	1	.	-9	4	-7	4	11	-0.4
CC(=O)Nc1ccc(OCC(O)Cn2nc(C)c(C(C)=O)c2C)cc1 (configuration not stated)	-6	-10	0	15	0	-17	-3	0.3	0.8
CCOC(=O)CCP(=O)(O)C(O)(c1ccccc1)c1ccccc1	0	-13	5	-3	0	-3	1	1.4	-0.2
NS(=O)(=O)c1cccnc1Nc1c(Cl)cccc1Cl	-17	24	-8	12	-6	-4	1	-0.8	-0.5
Cc1ccc(C)c(NC(=O)COC(=O)c2cccc3c2C(=O)c2ccccc2C3=O)c1	-2	8	7	0	2	-2	0	-0.6	-1.2
Cc1c(C(=O)Nc2cccc3cccnc23)oc2ccccc12	-2	-25	-2	7	1	2	1	0.8	2.1
COc1cccc(OC)c1OCC(C)CNCC1CCCO1 (configuration not stated)	-12	-25	-3	20	-2	-14	-1	1.3	1.0
CCOc1ccc(N2C(=O)S/C(=C\c3cc(OC)c(OC)c(OC)c3)C2=O)cc1	-22	-7	-1	-10	-3	-7	4	2.3	1.1
Cc1cc2[nH]c(=O)c(=O)[nH]c2cc1S(=O)(=O)N1CCN(c2ccccc2)CC1	-2&-8	9	-10&-2	-3&-2	-1&4	-14&-2	0&1	-0.1&-0.6	0.0&0.0
COc1ccc(Nc2nnc(SCC3CCCCO3)s2)cc1 (configuration not stated)	3	-6	-4	-27	0	-1	1	-0.4	-0.7
O=C(CSc1nc(=O)n(Cc2ccco2)c2c1CCC2)Nc1cccc(F)c1	-3	.	-2	.	-5	.	-2	0.6	-0.4
CC(C)(C)NC(=O)NC(=O)COc1ccccn1	5	-8	-3	-12	3	-7	2	0.6	0.7
COCCNC(=O)Cc1c(C)c2c(cc(C)c3c(C(C)(C)C)coc32)oc1=O	5	-6	6	14	11	-20	0	-2.3	-0.2
CC(=O)Nc1nnc(COc2ccc(Cl)cc2)s1	5	-1	0	6	4	-16	2	0.1	1.6
Cc1ccc(OCCSc2nc3ccc(NC(=O)COc4ccc(C)cc4)cc3s2)cc1	-7	.	1	-5	-1	.	5	0.6	0.3
O=C(Cn1c(NCCCO)nc2ccccc21)c1ccc(Br)cc1	16	-15	-3	17	0	6	4	0.8	1.0
CC(C)OCCCNc1ncc2c(n1)CC(c1ccccc1)CC2=O (configuration not stated)	-3	10	-2	-6	-4	-1	2	-0.3	-0.6
Cc1ccc2c(c1)c1c(n2CC(O)CNC(CO)(CO)CO)CCCC1 (configuration not stated)	17	18	-5	13	2	.	11	0.0	-0.1
COC(=O)CC1(C(=O)OC)Oc2ccc(Br)cc2C(=O)N1c1cc(Cl)cc(Cl)c1 (configuration not stated)	6	15	-4	25	-6	-6	4	1.5	1.2
CCOc1ccc(CCNC(=O)Cn2ncn3c(cc4ccccc43)c2=O)cc1OCC	-1	.	-4	0	7	-1	0	-0.3	0.0
OCC1(CCc2ccccc2)CCCN(CCCc2ccccc2)C1 (configuration not stated)	-23	76*	1	36	-2	10	-1	0.2	0.4
COc1cccc(CN(C)C(=O)c2cc(S(=O)(=O)N3CCCCCC3)ccc2OC)c1	-5	8	0	1	-2	-16	0	0.7	0.1
Cc1ccc(C(=O)NC(=S)NNC(=O)c2ccccc2[N+](=O)[O-])cc1	-11	13	-5	-6	-7	-9	1	0.4	1.1
COc1ccc(S(=O)(=O)NNC(=O)Nc2ccc(C)cc2C)c(OC)c1	5	2	1	-16	-9	-7	0	0.0	-0.4
COc1cc(C2C(C(=O)Nc3ccc(C)cc3C)=C(C)Nc3nc(SCc4ccccc4)nn32)cc(OC)c1OC (configuration not stated)	-4	.	0	9	9	0	0	0.1	0.6
COc1ccccc1CN1CC(C(=O)NC2CCOCC2)CCC1=O (configuration not stated)	11	-14	-1	9	7	-3	3	0.7	0.8
O=C(CNC(=O)C1CCCCC1)Nc1ccccc1Cl	-2	-1	16	-93*	-2	-5	2	0.4	-0.5
CCN(CC)c1cc(Oc2ccccc2)ncn1	4	-11	3	-4	6	-1	5	-0.4	-0.4
O=C1CC(Nc2ccc(N3CCOCC3)cc2)C(=O)N1c1cccc(C(F)(F)F)c1 (configuration not stated)	-2	4	-8	-9	46*	.	10	-1.3	-1.1
Cc1cc(C)n(CC2CC(=O)N(c3ccc(F)c(Cl)c3)C2=O)n1 (configuration not stated)	1	1	0	7	-5	12	13	-1.2	-0.7
COC(=O)C(NC(=O)CCc1nnc2ccc(N3CCCCC3)nn12)C(C)C (configuration not stated)	6	10	-2	3	-5	4	2	-0.5	-0.1
O=[N+]([O-])c1ccc(C2CN=C(Nc3ccccc3)S2)cc1 (configuration not stated)	-2	.	-9	4	1	-4	1	.	1.9
O=C(NCc1ccncc1)C(=O)NCC1OCCCN1S(=O)(=O)c1ccc(F)cc1 (configuration not stated)	0	-5	0	4	13	1	0	0.3	-0.2

# Given field by field: part of the list above
Compound: COc1cccc(OC)c1OCC(C)CNCC1CCCO1 (configuration not stated)
  D2 potentiator = -12
  D2 antag = -25
  D1 PAM = -3
  D1 antagonist = 20
  TRHR PAM = -2
  RXFP1 antag = -14
  D1 ag = -1
  D2 agonist = 1.3
  TRHR ag = 1.0

Compound: COc1ccc(S(=O)(=O)NNC(=O)Nc2ccc(C)cc2C)c(OC)c1
  D2 potentiator = 5
  D2 antag = 2
  D1 PAM = 1
  D1 antagonist = -16
  TRHR PAM = -9
  RXFP1 antag = -7
  D1 ag = 0
  D2 agonist = 0.0
  TRHR ag = -0.4
